High-throughput results as filed in PubChem.
MBNL1 CUG block – MBNL1-poly(CUG) RNA binding inhibition; 0.036% of 280,000 active; Q9NR56; TR-FRET MBNL1-His/biotin-(CUG)12 binding, 665/545 ratio; Potency, µM (highest dose often 57.5 µM), inactives show at the highest dose activity change, negative = inhibition, usual class: inhibitors; active = well fitted inhibition curve with a large enough effect in the signal ratio, with a control signal flat, not every such curve was filed as active; inconclusive = small, poorly fitted or top-dose-only effect, or effect the other way, or a change in a side signal; inactive = no such curve, though single readings can be large or run the other way; the % refers to the signal ratio; also: potency is read from the fitted curve at half-maximal effect; % is scaled to controls: 0 for no effect and ±100 for the full control effect
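Inhibition of protein-RNA binding appears as loss of TR-FRET between terbium anti-His antibody on MBNL1-His and streptavidin-XL665 on biotin-(CUG)12. Activity is normalized to buffer-only and uninhibited-complex controls.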
GALK inhibitor – galactokinase (human) inhibition. Purified GALK, Kinase-Glo residual ATP luminescence. 0.007% of 270,000 active. Potency, µM (series often up to 57.5 µM), without a hit: at the highest dose activity change, negative = inhibition, actives largely listed as inhibitors; also: potency is read from the fitted curve at half-maximal effect; % is scaled to controls: 0 for no effect and ±100 for the full control effect
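Luminescence from leftover ATP (Ultra-Glo luciferase/luciferin) served as read-out after a 1 h room-temperature reaction of 5 nM GALK with 35 uM ATP and 100 uM galactose.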
Eya2 inh – Eya2 (human) phosphatase inhibition | O00167 | recombinant Eya2, OMFP fluorescence dephosphorylation (OMFP is methylfluorescein phosphate) | Potency, µM (top dose mostly 76.9 µM), for inactives: at the top dose activity, negative = inhibition, actives largely listed as inhibitors | 0.006% of 330,000 active | AID 488837; also: potency is read from the fitted curve at half-maximal effect; % is scaled to controls: 0 for no effect and ±100 for the full control effect
Target sequence (O00167 whole entry, looked up): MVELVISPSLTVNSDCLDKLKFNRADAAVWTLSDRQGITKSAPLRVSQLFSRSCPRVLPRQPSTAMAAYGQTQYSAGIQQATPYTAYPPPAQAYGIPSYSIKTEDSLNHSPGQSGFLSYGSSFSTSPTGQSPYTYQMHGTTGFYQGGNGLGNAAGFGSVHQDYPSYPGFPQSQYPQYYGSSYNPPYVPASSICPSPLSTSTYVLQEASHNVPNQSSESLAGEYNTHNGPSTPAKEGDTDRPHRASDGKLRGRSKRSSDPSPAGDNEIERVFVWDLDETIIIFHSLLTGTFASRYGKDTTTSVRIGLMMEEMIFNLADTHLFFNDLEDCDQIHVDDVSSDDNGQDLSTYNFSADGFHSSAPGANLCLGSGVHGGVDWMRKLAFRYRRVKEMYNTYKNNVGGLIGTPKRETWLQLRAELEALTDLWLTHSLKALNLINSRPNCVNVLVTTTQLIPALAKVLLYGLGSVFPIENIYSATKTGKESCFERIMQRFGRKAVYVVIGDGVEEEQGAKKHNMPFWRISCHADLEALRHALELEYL
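Eya2 protein (added as 0.2 uM solution) was preincubated with compound for 10 min at ambient temperature in 50 mM HEPES pH 7.5, 50 mM NaCl, 5 uM MgCl2, 0.05% BSA, 1 mM DTT. OMFP (added at 50 uM) then reacted 10 min; fluorescence read at 485/525 nm.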
KCNH2 WT inh – blocks the wildtype human KCNH2 potassium channel | U2OS, BacMam KCNH2, thallium flux FluxOr; hits give low values | activity change, % at 1.84 µM | 0.37% of 340,000 active | AID 720551;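 active = maximum activity change below -70%; inconclusive = maximum activity change between -70% and -50%; inactive = maximum activity change above -50%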; also: % is scaled to controls: 0 for no effect and ±100 for the full control effect
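U2OS cells were transduced with wild-type KCNH2 virus (2.03 x 10^8 / mL) for 4 h at room temperature, then cultured overnight at 37 C. Thallium flux was read with FluxOr dye. Rate constants were normalized to DMSO controls.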
BCR signal inh – chronic active BCR signaling inhibition; Potency, µM (series often up to 46.1 µM), for the others: at the highest dose ratio change, negative = lower green/red ratio, hits mostly inhibitors; ABC-DLBCL IkBa-CBG/CBR reporter, luminescence ratio, 4 h; AID 493014; 0.05% of 340,000 active; active = well fitted inhibition curve with a large enough effect in the signal ratio, with a control signal flat, not every such curve was filed as active; inconclusive = small, poorly fitted or top-dose-only effect, or effect the other way, or a change in a side signal; the % refers to the signal ratio;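 also: potency is read from the fitted curve at half-maximal effect; plate controls were basal doxycycline-induced cells for no effect and cells given 10 µM MG132 for full effect; MG132 reads +100%, hits lower the ratio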
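Compounds up to 46 uM were incubated four hours with TMD8 cells whose green CBG68 luciferase is fused to IkappaBalpha; red CBR luminescence normalised the signal, and concentration-effect curves were fitted to fusion, red and ratio data.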
S-ASM inh – blocks human secretory acid sphingomyelinase. placental ASM, HMU-PC fluorogenic substrate, 60 min. Potency, µM (series often up to 57.5 µM), for inactives: at the top dose activity change, negative = inhibition, hits mostly inhibitors. P17405. 0.006% of 340,000 active; also: potency is read from the fitted curve at half-maximal effect
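Human placenta-derived ASM preincubated with compound 10 min at room temperature, then reacted with 9 uM (final) fluorogenic HMU-PC substrate for 60 min at 37 C. Stop solution raises pH to 10; fluorescence read at Ex 386/Em 447 nm.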
Mito fusion act – blocks mitochondrial division or promotes mitochondrial fusion | Potency, µM (series often up to 46.1 µM), inactives show at the top dose growth rescue (activation), actives largely listed as activators | S. cerevisiae fusion-defective mutant growth rescue, CellTiterGlo 48 h | 0.23% of 320,000 active;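 also: potency is read from the fitted curve at half-maximal effect; % of control where 0% means no effect; nearly all actives have a fitted effect of over 45% in size; temperature-sensitive fusion mutants such as fzo1-1 at 37 °C on non-fermentable ethanol glycerol medium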
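Temperature-sensitive fusion-defective S. cerevisiae (e.g. fzo1-1, mgm1-5) were grown with compound in YPEG medium (3% ethanol, 3% glycerol) for 48 hours at 37C. Growth rescue was measured as viability by CellTiterGlo luminescence after 10 minutes at ambient.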
PKM2 activator – PKM2 (human) enzyme activation. 0.34% of 260,000 active. Potency, µM (highest dose often 57.5 µM), without a hit: at the highest dose activation, usual class: activators. purified PKM2, Kinase-Glo ATP luminescence, activation; response scale: 0% is enzyme alone, no compound. P14618; also: potency is read from the fitted curve at half-maximal effect; % is scaled to controls: 0 for no effect and ±100 for the full control effect; nearly all actives have a fitted effect of over 55% in size
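Purified hPK-M2 (>95%) run at intermediate activity with 0.1 mM ADP and 0.5 mM PEP in 50 mM imidazole pH 7.2, KCl, MgCl2; 1 h room temperature. ATP formed read by Kinase-Glo luminescence; normalized to uninhibited and no-enzyme controls.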
Menin MLL FP TR – inhibitors of human menin-MLL interaction, mutant MLL peptide. 0.23% of 270,000 active. O00255. Potency, µM (doses to about 61.6 µM), inactives show at the top dose FP activity change, negative = inhibition, actives largely listed as inhibitors. Menin + Texas Red MLL mutant peptide, fluorescence polarization; active = well fitted inhibition curve with a large enough effect in the polarisation, with a control signal flat, not every such curve was filed as active; inconclusive = small, poorly fitted or top-dose-only effect, or effect the other way, or a change in a side signal; inactive = no such curve, though single readings can be large or run the other way; the % refers to the polarisation; also: potency is read from the fitted curve at half-maximal effect; % of control where 0% means no effect; many of its hits are not listed in these tables
TSHR antagonist – human thyrotropin receptor antagonism; activity change, negative = inhibition, % at 11.5 µM; 0.2% of 330,000 active; TSHR-expressing cells, TSH-stimulated cAMP HTRF, 2 h; hits give low values; P16473; AID 504810;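 active = activity change below a set negative limit, meaning inhibition stronger than a set level, cut at about -70% in these data; inconclusive = activity change between two set negative limits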; also: % is scaled to controls: 0 for no effect and ±100 for the full control effect
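Competitive HTRF cAMP read-out (cryptate anti-cAMP antibody, cAMP-d2; 30 min, room temperature) in freshly harvested TSHR cells. Compounds added before TSH at EC80 (4nM final), followed by 2 hours' incubation at 37 deg C.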
USP2a inh – USP2a (human) protease inhibition | O75604 | USP2 core, Ub-CHOP2 coupled fluorogenic reporter, 485/531 | Potency, µM (top dose mostly 38.3 µM), for inactives: at the top dose activity change, negative = inhibition, actives largely listed as inhibitors | 0.01% of 330,000 active | AID 463254;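 also: potency is read from the fitted curve at half-maximal effect; plate controls were DMSO wells for no effect and full inhibition by NEM control for full effect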
Target sequence (O75604 whole entry, looked up): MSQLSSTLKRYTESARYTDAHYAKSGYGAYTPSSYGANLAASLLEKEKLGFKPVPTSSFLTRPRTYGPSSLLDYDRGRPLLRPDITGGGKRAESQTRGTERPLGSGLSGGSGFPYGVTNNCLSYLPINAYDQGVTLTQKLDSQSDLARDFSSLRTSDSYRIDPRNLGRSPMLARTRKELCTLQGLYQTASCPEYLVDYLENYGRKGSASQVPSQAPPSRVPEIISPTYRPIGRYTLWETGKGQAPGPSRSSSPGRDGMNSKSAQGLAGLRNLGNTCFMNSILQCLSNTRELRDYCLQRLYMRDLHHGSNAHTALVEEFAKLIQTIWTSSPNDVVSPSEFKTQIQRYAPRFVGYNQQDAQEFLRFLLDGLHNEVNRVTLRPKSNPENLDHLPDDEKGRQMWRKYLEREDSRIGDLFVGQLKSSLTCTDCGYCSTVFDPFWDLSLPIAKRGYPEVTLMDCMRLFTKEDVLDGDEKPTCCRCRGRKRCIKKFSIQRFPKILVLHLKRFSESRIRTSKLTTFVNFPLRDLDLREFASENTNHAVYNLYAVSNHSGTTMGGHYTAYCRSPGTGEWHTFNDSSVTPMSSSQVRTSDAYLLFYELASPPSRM
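Cell-free coupled assay: 10nM USP2 core preincubated 30min RT with compound in Tris-HCl pH 8.0/CaCl2/CHAPS buffer, then 25nM Ub-CHOP2 and 25nM reporter substrate; fluorescence (Ex 485/Em 531) read after 60min RT, normalized to NEM inhibition, concentration-response curves fitted.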
Numbers without * were called inactive; [ ] = dose if it differs, or a comment. Unless noted, calls follow the shape of the dose curve; as a rule, active = well fitted curve in the direction sought with a large enough effect; inconclusive = small, poorly fitted or top-dose-only effect, or another doubt; inactive = no such curve, though single readings can be large; an effect the other way counts as inactive or inconclusive.

COc1ccc(Nc2ncnc3c2oc2ccccc23)cc1 was read as MBNL1 CUG block 4%, GALK inhibitor 8%, Eya2 inh 18%, KCNH2 WT inh 4, BCR signal inh 9%, S-ASM inh -3%, Mito fusion act 3%, PKM2 activator -4%, Menin MLL FP TR 11%, TSHR antagonist -2 and USP2a inh 1%.
COc1cccc(OCC(=O)O/N=C(\N)c2ccc(OC)c(OC)c2)c1 was read as GALK inhibitor 1%, Eya2 inh -3%, KCNH2 WT inh -14, BCR signal inh 4%, S-ASM inh -4%, Mito fusion act 1%, PKM2 activator 6%, Menin MLL FP TR 15%, TSHR antagonist 18 and USP2a inh -1%.
COc1ccc(C)cc1S(=O)(=O)N(C)CC(=O)N1CCC(C(N)=O)CC1 was read as MBNL1 CUG block -10%, GALK inhibitor 3%, Eya2 inh 0%, KCNH2 WT inh 1, BCR signal inh 10%, S-ASM inh 5%, Mito fusion act -7%, PKM2 activator 1%, Menin MLL FP TR -16%, TSHR antagonist 10 and USP2a inh 2%.
`O=C(c1ccc(CS(=O)(=O)c2c(Cl)cccc2Cl)o1)N1CCN(c2ccccn2)CC1` gave MBNL1 CUG block -21%, GALK inhibitor 1%, Eya2 inh 16%, KCNH2 WT inh 2, BCR signal inh 7%, S-ASM inh -3%, Mito fusion act 4%, PKM2 activator -6%, Menin MLL FP TR -3%, TSHR antagonist 3 and USP2a inh 0%.
`CCC(C(=O)Nc1ccc(C(C)C)cc1)c1ccccc1` (stereo not drawn) gave MBNL1 CUG block -4%, GALK inhibitor 0%, Eya2 inh -4%, KCNH2 WT inh 7, BCR signal inh 0%, S-ASM inh -1%, Mito fusion act -1%, PKM2 activator -1%, Menin MLL FP TR -13%, TSHR antagonist -14 and USP2a inh -2%.
For N=C1c2ccccc2CN1NC(=O)c1cccc(S(=O)(=O)N2CCCC2)c1 the results were MBNL1 CUG block -2%, GALK inhibitor 1%, Eya2 inh 1%, KCNH2 WT inh 14, BCR signal inh 11%, S-ASM inh -1%, Mito fusion act -5%, PKM2 activator 8%, Menin MLL FP TR 14%, TSHR antagonist 2 and USP2a inh 6%.
For O=C(OCc1c(F)cccc1Cl)c1cnccn1 the results were MBNL1 CUG block -2%, GALK inhibitor 0%, Eya2 inh 6%, KCNH2 WT inh 35, BCR signal inh -1%, S-ASM inh 0%, Mito fusion act 3%, PKM2 activator 0%, Menin MLL FP TR -14%, TSHR antagonist -2 and USP2a inh 1%.
`COc1ccc(N(C)S(=O)(=O)c2c(C)[nH]c(=O)[nH]c2=O)cc1` gave MBNL1 CUG block -13%, GALK inhibitor -1%, Eya2 inh 27%, KCNH2 WT inh -3, BCR signal inh -6%, S-ASM inh -2%, Mito fusion act -3%, PKM2 activator -2%, Menin MLL FP TR -2%, TSHR antagonist 6 and USP2a inh 1%.
`CCOc1ccc(N(CC(=O)Nc2ccccc2C(=O)NC(C)CC)S(C)(=O)=O)cc1` (stereo not drawn) gave MBNL1 CUG block 3%[11.5 µM], Eya2 inh 5%, KCNH2 WT inh 17, BCR signal inh -4%, S-ASM inh -1%, PKM2 activator 0%, Menin MLL FP TR -2%, TSHR antagonist 6 and USP2a inh 2%.
`O=C(c1cc2c(s1)-c1ccccc1OC2)N1CCCC1` gave MBNL1 CUG block inconclusive, GALK inhibitor -1%, Eya2 inh -12%, KCNH2 WT inh -8, BCR signal inh inconclusive, Mito fusion act 13%, PKM2 activator 1%, Menin MLL FP TR -6%, TSHR antagonist -25 and USP2a inh 2%.
For COc1ccc(OC)c(C2Nc3nc4ccccc4n3C(C)=C2C(=O)Nc2ccc(C)cc2C)c1 (stereo not drawn) the results were MBNL1 CUG block 4%, GALK inhibitor -3%, Eya2 inh 17%, KCNH2 WT inh -8, BCR signal inh 3%, S-ASM inh -7%, Mito fusion act 1%, PKM2 activator 4%, TSHR antagonist 25 and USP2a inh 1%.
For CCOC(=O)C1(Cc2cccc(OC)c2)CCN(CC(O)CO)CC1 (stereo not drawn) the results were MBNL1 CUG block -5%, GALK inhibitor 0%, Eya2 inh -22%, KCNH2 WT inh 3, BCR signal inh -1%, S-ASM inh 3%, Mito fusion act 1%, PKM2 activator 3%, TSHR antagonist -4 and USP2a inh 3%.
For COC(=O)c1ccc(C(=O)OC)c(NC(=S)N2CCN(c3cccc(Cl)c3)CC2)c1 the results were GALK inhibitor 0%, Eya2 inh 1%, KCNH2 WT inh 7, BCR signal inh 10%, S-ASM inh 20%, Mito fusion act 9%, PKM2 activator 0%, Menin MLL FP TR 1%, TSHR antagonist -2 and USP2a inh -2%.
`CCOc1cc(C=O)ccc1OCC(=O)N1CCCC1` gave MBNL1 CUG block 11%, GALK inhibitor 0%, Eya2 inh 4%, KCNH2 WT inh -10, BCR signal inh -9%, S-ASM inh -5%, Mito fusion act 3%, PKM2 activator 1%, Menin MLL FP TR -1%, TSHR antagonist -3 and USP2a inh -1%.
For C=CCNC(=O)CSc1nnc(C(CC)N(C)C)n1C1CCCCC1 (stereo not drawn) the results were GALK inhibitor 0%, Eya2 inh -7%, KCNH2 WT inh 4, BCR signal inh -1%, S-ASM inh 0%, Mito fusion act -1%, PKM2 activator -22%, TSHR antagonist 3 and USP2a inh -4%.
`COc1ccc(CCNC(=O)C2CCN(C(=O)c3ccc([N+](=O)[O-])cc3)CC2)cc1` gave MBNL1 CUG block inconclusive, GALK inhibitor -1%, Eya2 inh -4%, KCNH2 WT inh 16, BCR signal inh 4%, S-ASM inh -3%, Mito fusion act -4%, PKM2 activator 4%, Menin MLL FP TR 0%, TSHR antagonist -10 and USP2a inh 3%.
For O=C(Cc1ccccc1)Nc1ccc2c(c1)OC1(CCCC1)O2 the results were Eya2 inh 2%, KCNH2 WT inh 0, BCR signal inh inconclusive, S-ASM inh -2%, Mito fusion act 8%, TSHR antagonist -7 and USP2a inh 0%.
`Cc1cccc(OCc2nnc(SCC(=O)N3CC(=O)Nc4ccccc43)o2)c1` gave MBNL1 CUG block -2%, GALK inhibitor 2%, Eya2 inh -1%, KCNH2 WT inh 15, BCR signal inh -3%, S-ASM inh -1%, Mito fusion act 10%, PKM2 activator 9%, Menin MLL FP TR -10%, TSHR antagonist -7 and USP2a inh 7%.
For C/C(=C/c1ccccc1)C(=O)N1CCN(c2ccccc2)CC1 the results were MBNL1 CUG block -1%, GALK inhibitor 0%, Eya2 inh 2%, KCNH2 WT inh 3, BCR signal inh 7%, S-ASM inh 6%, Mito fusion act 3%, PKM2 activator 1%, Menin MLL FP TR inconclusive, TSHR antagonist -11 and USP2a inh 2%.
For COc1ccc(OC)c(/C(O)=C/C(=O)C(=O)Nc2cc(C)cc(C)c2)c1 the results were MBNL1 CUG block 5%, GALK inhibitor 1%, Eya2 inh -6%, KCNH2 WT inh -4, BCR signal inh inconclusive, S-ASM inh -5%, Mito fusion act -1%, PKM2 activator -1%, Menin MLL FP TR -4%, TSHR antagonist -2 and USP2a inh -1%.
O=C(NCC1COCCO1)c1cc(COc2ccc(F)cc2F)on1 (stereo not drawn) was read as MBNL1 CUG block -9%, GALK inhibitor 9%, Eya2 inh -6%, KCNH2 WT inh 4, BCR signal inh -1%, S-ASM inh 1%, Mito fusion act 4%, PKM2 activator -2%, TSHR antagonist 35 and USP2a inh -6%.
CCN(CC(=O)Nc1ccc(C)c(F)c1)CC(=O)NC(C)(C)C was read as GALK inhibitor 1%, Eya2 inh inconclusive, KCNH2 WT inh -17, BCR signal inh -12%, S-ASM inh -2%, Mito fusion act 8%, PKM2 activator 1%, Menin MLL FP TR -9%, TSHR antagonist -6 and USP2a inh 2%.
Screening CCCn1c(SCC(=O)N2CCN(CC)CC2)nc2c1c(=O)n(C)c(=O)n2C returned MBNL1 CUG block -11%, GALK inhibitor -2%, Eya2 inh -15%, KCNH2 WT inh -13, BCR signal inh 1%, S-ASM inh 0%, Mito fusion act -2%, TSHR antagonist -6 and USP2a inh 2%.

A portion of the library, so the mix of outcomes need not match the whole.
